# Screens from PubChem BioAssay.
# H9c2 protect: protects H9c2 cardiomyocytes from peroxide injury; AID 588492; 360,000 compounds, 0.63% hits; H2O2 injury protection, ATPLite, 2 h; protection from H2O2 cell death, % at 20 µM;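 active = compounds giving at least 50% protection of heart cells from peroxide-induced death in the single-dose screen, raw or plate-pattern-corrected value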;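 also: 0% = DMSO wells with peroxide and 100% = DMSO wells without peroxide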
# ABCB6 inh MLPCN: blocks the human ABCB6 transporter | K562-ABCB6 porphyrin accumulation, flow cytometry, 1 h; active compounds read low | fluorescence ratio to DMSO, % at 10 µM | 360,000 compounds, 0.19% hits;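 active = fluorescence ratio to DMSO below 75%, the collection mean minus 3 SD; inconclusive = too few cells collected in the well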;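 also: signal is porphyrin accumulated inside mitochondria; 100% equals median channel fluorescence of DMSO control wells; lower ratio means ABCB6 inhibition with less porphyrin fluorescence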
# Granule exo inh: lytic granule exocytosis inhibition | TALL-104 LAMP-1 surface exposure, flow cytometry; cells stimulated with thapsigargin and PMA | inhibition, % at 10 µM | 360,000 compounds, 0.66% hits;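 active = inhibition above about 55%, limit read from the data; inconclusive = no clear call, values can overlap the other calls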
# PDI turbidity: inhibitors of human protein disulfide isomerase; 350,000 compounds, 0.052% hits; AID 588391; inhibition, % at 10 µM; PDI insulin aggregation turbidity, A650, 90 min;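 active = mean inhibition across replicates of 30% or more, whatever share of single replicates reach that level; inconclusive = mean inhibition below 30% while every single replicate reaches 30%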;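 also: absorbance from insulin aggregation driven by PDI reduction with DTT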
# Target sequence (P07237 whole entry, looked up): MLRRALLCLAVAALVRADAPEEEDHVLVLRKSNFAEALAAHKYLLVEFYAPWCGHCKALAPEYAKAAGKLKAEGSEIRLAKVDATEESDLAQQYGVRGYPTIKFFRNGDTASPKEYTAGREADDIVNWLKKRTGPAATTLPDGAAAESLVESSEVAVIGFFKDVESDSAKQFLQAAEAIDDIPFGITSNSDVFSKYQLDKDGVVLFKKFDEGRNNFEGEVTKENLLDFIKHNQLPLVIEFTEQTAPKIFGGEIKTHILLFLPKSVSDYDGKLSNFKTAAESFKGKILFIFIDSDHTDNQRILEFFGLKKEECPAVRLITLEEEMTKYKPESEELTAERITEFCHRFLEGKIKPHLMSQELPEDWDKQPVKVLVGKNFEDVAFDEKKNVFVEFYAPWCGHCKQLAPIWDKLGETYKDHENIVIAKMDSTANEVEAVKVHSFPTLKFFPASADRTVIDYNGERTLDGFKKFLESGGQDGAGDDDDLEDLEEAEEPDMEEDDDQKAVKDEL
# m5-HT2A agonist: activates the mouse 5-HT2A serotonin receptor; 360,000 compounds, 0.66% hits; CHO-K1 mHTR2A beta-arrestin complementation, luminescence; percent of 30 µM serotonin response; AID 624169; activation, % at 7.6 µM;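 active = activation above a run cutoff, the mean activation of all tested compounds plus 3 SD, cut at about 14% in these data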;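 also: 0% = plate median of compound wells and 100% = 30 µM serotonin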
# Target sequence (P35363 whole entry, looked up): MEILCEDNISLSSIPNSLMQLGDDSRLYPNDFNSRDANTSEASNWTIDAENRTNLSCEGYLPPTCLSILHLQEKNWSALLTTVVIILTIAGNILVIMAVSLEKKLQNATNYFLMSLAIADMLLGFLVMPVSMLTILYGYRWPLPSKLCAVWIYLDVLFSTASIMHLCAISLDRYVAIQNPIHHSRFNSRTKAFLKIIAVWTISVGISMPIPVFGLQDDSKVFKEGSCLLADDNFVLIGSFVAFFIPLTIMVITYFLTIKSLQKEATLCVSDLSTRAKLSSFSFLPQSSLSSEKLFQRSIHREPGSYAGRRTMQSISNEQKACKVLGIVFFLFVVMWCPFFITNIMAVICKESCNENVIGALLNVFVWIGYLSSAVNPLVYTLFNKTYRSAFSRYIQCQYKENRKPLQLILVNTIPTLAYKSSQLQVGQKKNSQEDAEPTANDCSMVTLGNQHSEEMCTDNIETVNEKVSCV
# ABHD5-PLIN5 inh: blocks binding of human ABHD5 to perilipin-5; Split G. princeps luciferase complementation, luminescence, 4 h; inhibition, % at 4 µM; Q00G26+Q8WTS1; 360,000 compounds, 0.78% hits;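 active = inhibition above the mean inhibition across every tested compound plus 3 SD, cut at about 22% in these data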;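 also: 0% = DMSO only wells and the 100% control is not disclosed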
# MC4R ag barr: activates human MC4R beta-arrestin recruitment. 360,000 compounds, 0.98% hits. U2OS MC4R beta-arrestin complementation, luminescence; percent of melanotan II response, DMSO zero. P32245. activation, % at 8.9 µM;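 active = activation above a per-plate cutoff, the mean activation of sample wells on that plate plus 3 SD, cut at about 8% in these data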
# CaV13 FRET inh: Disruptors of the CACNA1D IQ motif to Ca2+-dependent inactivation inhibitor domain association, primary screening, Förster resonance energy transfer in intact living …. AID 743397. 340,000 compounds, 0.098% hits. HEK cells, CFP/YFP FRET ICDI-IQ, plate reader, 10 min; percent FRET-ratio fall versus neutral wells. inhibition, % at 12.3 µM;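 active = mean replicate inhibition of at least 30% and at least 1% of replicates passing that level; inconclusive = only one of the two criteria is met; inactive = neither criterion is met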;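 also: 0% = median of the neutral control wells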
# N-glyco inh: blocks N-linked glycosylation in D54 reporter cells | D54 ERlucT glycosylation luciferase reporter, 24 h; percent of 100 nM tunicamycin response | reporter increase, % at 12.5 µM | 360,000 compounds, 0.23% hits;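 active = mean luciferase reporter signal, scaled so untreated is 0 and the glycosylation-blocking control 100, at or above a set limit in every replicate; inconclusive = mean reaches the limit but not every replicate does; inactive = mean below the limit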;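 also: luciferase carries N-glycosylation sites so blocking glycosylation raises the light; 0% = median of neutral control wells and 100% = median of 100 nM tunicamycin wells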
# MC4R antag cAMP: blocks human MC4R cAMP signaling. inhibition, % at 6.5 µM. MC4R-expressing cells, MTII-stimulated cAMP, LANCE TR-FRET. 360,000 compounds, 0.48% hits. AID 540295. P32245;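 active = inhibition above its plate's cutoff, the mean of tested wells on that plate plus 3 SD, cut at about 29% in these data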;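 also: 0% = Melanotan II alone and 100% = Melanotan II plus saturating MCL0020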
#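 Assay system: U2OS cells stably expressing human melanocortin 4 receptor (MC4R) / Dosing: 6.5 µM / Timing: compound 30 min, challenge 1 h, detection 1 h / Measured by: Eu-cAMP/anti-cAMP TR-FRET, emission 671 nm / Replicates: singlicate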
# Active calls of the source: *; ? = inconclusive; . = not tested or not shown.
compound | H9c2 protect | ABCB6 inh MLPCN | Granule exo inh | PDI turbidity | m5-HT2A agonist | ABHD5-PLIN5 inh | MC4R ag barr | CaV13 FRET inh | N-glyco inh | MC4R antag cAMP
O=C(Nc1nnc(-c2ccccc2F)s1)Nc1ccccc1F | -1 | 101 | -11 | 10 | 6 | -2 | -0.1 | -3 | 2 | 2
CN(C(=O)CCN1C(=O)/C(=C/c2ccccc2)SC1=S)C1CCS(=O)(=O)C1 (configuration not stated) | -14 | 88 | -1 | -3 | -2 | -3 | -3.6 | -5 | 0 | 7
COc1cccc(NC(=O)Cn2c(-c3cncs3)nc3ccccc32)c1 | 7 | 101 | -1 | 14 | 4 | 5 | -2.8 | -3 | 0 | -1
COc1ccc(C2C(C(N)=O)=C(C)Nc3nc(CCCO)nn32)cc1 (configuration not stated) | 9 | 98 | -13 | -1 | -8 | -7 | -0.8 | -3 | 0 | -2
Cc1ccc(C(=O)NNC2=Nc3cc([N+](=O)[O-])ccc3OC2)cc1 | 19 | 96 | -1 | -5 | 2 | -1 | 2.6 | -16 | 2 | -11
COc1cc(OC)c(C(=O)NNC(=S)NC2CCCCC2)cc1OC | -1 | 95 | -1 | -1 | 0 | -5 | -0.4 | -5 | 0 | 8
CC1=CC(C)C(/C=N/n2cnnc2)C(C)C1 (configuration not stated) | -7 | 102 | 4 | 2 | 1 | -4 | 0.7 | -6 | 1 | 2
CCOc1ccc(S(=O)(=O)N(CC)CC(=O)NC2CC2)cc1 | 3 | 98 | 1 | 9 | -6 | 2 | 1.0 | . | 2 | 6
O=C(c1cc(F)ccc1F)C1CCCN(C(=O)c2cccs2)C1 (configuration not stated) | 9 | 97 | 4 | 10 | -1 | 2 | -1.5 | -4 | 1 | 11
O=C(O)CC/C(=C\c1cc([N+](=O)[O-])ccc1Cl)c1nc2ccccc2s1 | -5 | 94 | 4 | 2 | 2 | 5 | 0.0 | -9 | 1 | 10
CN(C(=O)c1ccccc1C(=O)OCC(=O)Nc1cccc(Br)c1)c1ccccc1 | -15 | 91 | -2 | 3 | 4 | -4 | 5.5 | -5 | 1 | 0
COc1cc(-c2cc(NC(C)=O)c3ncc(-c4ccccc4)n3c2)cc(OC)c1OC | 70* | 97 | 29 | -7 | 2 | 5 | 3.9 | -7 | 2 | 24
CC(C)Cc1ccc(C(C)C(N)=NCCc2ccccc2)cc1 (configuration not stated) | -20 | 100 | 25 | 1 | -3 | 12 | 0.1 | -4 | 16 | 9
O=C(O)CC1(CC(=O)NCc2cc(F)cc3c2OCOC3)CCCCC1 | -4 | 99 | 0 | -2 | -2 | -6 | -0.4 | -7 | 2 | 4
O=c1[nH]c(C2CCCN(S(=O)(=O)c3ccccc3)C2)nc2c1nnn2Cc1ccccc1Br (configuration not stated) | 7 | 94 | -1 | 18 | -3 | 8 | -0.8 | -15 | -3 | 3
CCCn1nc2cc(C(=O)NCc3ccccc3OC)ccc2c1OCC | 1 | 95 | -4 | 3 | 3 | 3 | -1.7 | -4 | 2 | 3
N#Cc1cccc(NC(=O)Cn2cnc(S(=O)(=O)N3CCOCC3)c2)c1 | 2 | 94 | 0 | 7 | 1 | -10 | -1.6 | . | 0 | 6
O=S(=O)(NCC(c1ccccc1)N1CCC(O)CC1)c1ccc(Cl)cc1 (configuration not stated) | 5 | 98 | -1 | -63 | -3 | -2 | -1.2 | -6 | 2 | 0
CCSc1nc(C(F)(F)F)cc(=O)n1-c1ccccc1 | -2 | 98 | -2 | 3 | 2 | 1 | 0.2 | -9 | 1 | -3
CCOc1ccc(/C=N/NC(=O)C2CC2)c(OCC)c1 | 3 | 98 | -2 | 10 | 1 | -6 | -2.4 | -3 | -2 | 6

# (next part)
compound | H9c2 protect | ABCB6 inh MLPCN | Granule exo inh | PDI turbidity | m5-HT2A agonist | ABHD5-PLIN5 inh | MC4R ag barr | CaV13 FRET inh | N-glyco inh | MC4R antag cAMP
CCN(CC)CCC(=O)NN | 2 | 94 | 5 | -1 | 3 | -2 | -2.3 | -3 | 0 | 17
O=C(CC(c1ccccc1)c1ccccc1O)NCc1ccccc1 (configuration not stated) | -5 | 95 | -2 | 0 | -1 | -3 | -3.1 | -5 | -3 | 4
CC(=O)Nc1ccc(Nc2nc(C(F)(F)F)nc3c2nnn3Cc2ccccc2Cl)cc1 | -13 | 96 | -11 | -5 | 1 | -8 | 8.9* | -4 | -1 | 22
CCCCN(C)C(=O)Cn1nc(-c2ccc(Cl)cc2)ccc1=O | 3 | 100 | 2 | 2 | 0 | -4 | -1.7 | -4 | 2 | 15
O=C(Nc1cnn(Cc2c(Cl)cccc2Cl)c1)C(c1ccccc1)c1ccccc1 | -10 | 96 | ? | 4 | 10 | 2 | 4.5 | 0 | -2 | 1
CCCCn1c(O)c(N=NC(=O)c2ccccc2NS(=O)(=O)c2cccs2)c2ccccc21 | -12 | 100 | -3 | 8 | -4 | -9 | -1.8 | -15 | 1 | 5
O=C(COC(=O)c1ccccc1NC(=O)c1ccccc1)c1cccc([N+](=O)[O-])c1 | 2 | 102 | -4 | -9 | -1 | 2 | -1.1 | -4 | 0 | -2
Cc1ccc(OCc2nc(-c3ccc(Cl)cc3)n[nH]2)cc1 | -10 | 108 | -4 | 4 | -6 | -19 | 6.0 | -4 | 2 | -5
O=C(Nc1ccccc1)NC1CC2CCC(C1)N2Cc1nnnn1Cc1ccc2c(c1)OCO2 (configuration not stated) | -1 | 103 | 1 | 1 | -3 | -3 | 0.2 | . | -3 | -3
COc1ccc(NS(=O)(=O)c2cc(NC(=O)CCc3ccccc3)ccc2N2CCOCC2)cc1 | 0 | 94 | -2 | 2 | -10 | -6 | -0.8 | -6 | -3 | 1
CC(C)NC(=O)CSc1nnc2sc3ccccc3n12 | 4 | 96 | 0 | -2 | -1 | -2 | -1.8 | -5 | 0 | 0
COc1ccc(Cc2n[nH]c(=S)n(N)c2=O)cc1 | -1 | 96 | -4 | -3 | 1 | -4 | -0.7 | -3 | 3 | -2
CCOC(=O)N1CCN(Cc2nc3c(c(=O)n(C)c(=O)n3C)n2Cc2ccccc2C)CC1 | 3 | 100 | 2 | 0 | -1 | -1 | -1.1 | -5 | 2 | -3
COc1ccc(C2=[N+]([O-])C(C)(C)N(O)C2C)cc1 (configuration not stated) | 3 | 104 | -4 | 7 | 1 | 9 | 0.3 | -4 | 2 | -1
Cn1c(SCC(=O)NC2CCCCC2)nnc1-c1cc2ccccc2o1 | -4 | 90 | -4 | -2 | -4 | -2 | 1.6 | -3 | 3 | 4
COC(=O)[C@H](CO)NS(=O)(=O)c1ccc(C)cc1 | 1 | 93 | -5 | 6 | -4 | 5 | -2.2 | -3 | 0 | 9
O=C1CCc2cc(S(=O)(=O)NCCc3ccc(Cl)cc3)cc3c2N1CC3 | 1 | 104 | -2 | 7 | -6 | -12 | -0.2 | -6 | 1 | -4
Cc1ccc(C)c(C(=O)CN2C(=O)c3ccccc3C2=O)c1 | 2 | 95 | -10 | -19 | -6 | 6 | -1.3 | -5 | -3 | 2
CCn1c(SCC(=O)Nc2ccccc2F)nc2c(c1=O)SC(C)C2 (configuration not stated) | -10 | 98 | -6 | -21 | 3 | -1 | -1.3 | -2 | 2 | -6
Cc1cc(C)cc(N2CN=C3SCC(=O)N3C2)c1 | -6 | 95 | 0 | 3 | -1 | -3 | -1.9 | -7 | 7 | -2

# Compound profiles, as listed above. Screens in order: H9c2 protect | ABCB6 inh MLPCN | Granule exo inh | PDI turbidity | m5-HT2A agonist | ABHD5-PLIN5 inh | MC4R ag barr | CaV13 FRET inh | N-glyco inh | MC4R antag cAMP
# COc1ccc(C2C(C(N)=O)=C(C)Nc3nc(CCCO)nn32)cc1 (configuration not stated) is entered as 9 | 98 | -13 | -1 | -8 | -7 | -0.8 | -3 | 0 | -2
# O=C(c1cc(F)ccc1F)C1CCCN(C(=O)c2cccs2)C1 (configuration not stated) is entered as 9 | 97 | 4 | 10 | -1 | 2 | -1.5 | -4 | 1 | 11

# Carrying on:
# Below each compound – H9c2 protect, ABCB6 inh MLPCN, Granule exo inh, PDI turbidity, m5-HT2A agonist, ABHD5-PLIN5 inh, MC4R ag barr, CaV13 FRET inh, N-glyco inh, MC4R antag cAMP
Cc1cccc(NC(=S)NCC(c2cccnc2)N2CCOCC2)c1C (configuration not stated)
  0, 98, 13, 1, -5, -1, -3.4, -15, 2, -1
COCCNC(=O)COc1ccc(C)cc1C(=O)c1cc(C#N)c(=O)n(C2CC2)c1
  2, 97, -1, -10, -1, 2, -0.8, -5, 1, 19
CCCCn1c(N)c(N(CC)C(=O)c2ccccc2F)c(=O)[nH]c1=O
  0, 101, -3, 4, 0, 5, -1.8, -4, 1, 10
O=C(NCCCN1CCOCC1)NC12CC3CC(CC(C3)C1)C2
  -2, 97, -2, -2, 0, -2, -1.3, -7, 0, -1
Cc1cc(C)nc(NC(=O)CSc2nc3ccccc3s2)n1
  1, 94, -2, -2, -2, -5, -1.2, -6, -4, -2
CC(C)(C)OC(=O)N1CCC[C@@H]1CO
  -5, 97, -4, -11, -3, 2, 1.2, ., 1, 2
COC(=O)C(CCSC)NC(=O)c1cc2c(n(-c3ccccc3)c1=O)CC(C)(C)CC2=O (configuration not stated)
  5, 103, -2, 1, 2, 10, 2.6, -18, -5, 4
Nc1nc(NCc2ccccc2)nc(Nc2cccc(F)c2)c1[N+](=O)[O-]
  -2, 41*, 1, -10, -2, 0, 3.8, -8, -2, -7
CC1=C(C(=O)N(C(C)C)C(C)C)CC(CC(=O)NCCCN(C)C)C(=O)N1Cc1ccccc1 (configuration not stated)
  -1, 95, 14, ., -4, -8, ., -6, 3, .
COc1ccc(NC(=O)Nc2cccc3c2O[C@H](CN(C)S(C)(=O)=O)[C@@H](C)CN([C@H](C)CO)C3=O)cc1
  0, 96, 4, 16, 0, -10, 0.1, -11, -3, 2
O=C(NNC(=O)C1CCCO1)c1ccc(Cl)cc1 (configuration not stated)
  3, 91, 1, -12, 4, 7, 0.3, -5, 1, 11
N#CCc1ccccc1C(=O)OCC(=O)N(Cc1ccccc1)Cc1ccccc1
  32, 89, -1, -8, 1, -6, -1.9, -2, -2, 3
COc1ccccc1CNC(=O)C(=O)NCCC1CCCCN1S(=O)(=O)c1ccc(C)cc1 (configuration not stated)
  -2, 102, 9, 6, 4, 10, 3.1, -6, -3, 18
COc1ccc(Cc2nnc(NC(=O)C3CC(=O)N(c4ccccc4C)C3)s2)cc1OC (configuration not stated)
  1, 98, -5, -3, -5, -9, -0.8, -3, 0, 1
Fc1ccc(-c2nnc(SCc3cccnc3)o2)cc1
  1, 107, 1, -1, 4, -2, -0.6, -7, -2, 19
CC(=O)NCCc1nc2ccccc2n1CCOc1ccccc1C
  6, 99, -3, -3, 0, 13, 2.8, -1, 0, -1
